Assay outcomes deposited in PubChem by Sanford-Burnham Center for Chemical Genomics.
hIAP act: increases human intestinal alkaline phosphatase activity | 0.16% of 330,000 active | P09923 | purified human IAP, CDP-Star luminescence, 30 min; hits give high values; 1 = vehicle-only enzyme, 0 = enzyme-free background | activation factor at 10 µM;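 active = activation factor of the enzyme at least 2-fold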; note: the source names both 10 and 20 µM as test concentration; values of inactives mirror those of a sister screen read the other way
Target sequence (P09923 whole entry, looked up): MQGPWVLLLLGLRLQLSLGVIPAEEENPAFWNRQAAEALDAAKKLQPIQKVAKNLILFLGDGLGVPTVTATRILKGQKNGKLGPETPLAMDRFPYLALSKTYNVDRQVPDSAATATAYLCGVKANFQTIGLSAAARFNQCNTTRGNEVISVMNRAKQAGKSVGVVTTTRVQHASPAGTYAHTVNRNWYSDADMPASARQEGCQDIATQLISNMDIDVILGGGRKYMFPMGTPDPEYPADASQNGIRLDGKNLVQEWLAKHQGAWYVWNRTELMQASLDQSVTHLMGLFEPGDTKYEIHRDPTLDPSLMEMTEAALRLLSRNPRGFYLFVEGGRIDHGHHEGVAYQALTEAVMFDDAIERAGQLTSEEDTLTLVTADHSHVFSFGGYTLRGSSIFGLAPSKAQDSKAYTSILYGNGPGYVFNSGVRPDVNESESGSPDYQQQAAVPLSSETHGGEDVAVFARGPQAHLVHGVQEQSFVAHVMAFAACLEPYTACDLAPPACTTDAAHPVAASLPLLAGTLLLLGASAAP
SENP1 inh: SENP1 (human) catalytic domain inhibition. Q9P0U3. recombinant SENP1 catalytic domain, CyPet-SUMO1-YPet FRET cleavage. inhibition, % at 10 µM. 0.21% of 360,000 active;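 active = inhibition at least 30% at 10 µM, raw YFP signal under a set limit, fluorescence ratio 0.5 to 1.5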;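 note: 0% = enzyme with DMSO and 100% = no enzyme wells; some results filed as inactive read as strong as hits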
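System: Recombinant human SENP1 catalytic domain, His6-tagged | Incubation: Enzyme reaction for 50 min at room temperature, dark | Medium: Tris pH 8 with BME, BSA, NP40 and catalase | Also added: 25 nM SUMO1 FRET substrate | Compound: 10 µM single point, 0.5% DMSO | Measured by: FRET fluorescence in CFP and YFP emission channels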
hIAP inh: blocks human intestinal alkaline phosphatase; P09923; purified IAP, CDP-Star luminescence, 30 min; inhibition, % at 10 µM; 0.12% of 330,000 active;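 active = inhibition reaching a set limit with compound at 10 µM in the primary screen, cut at about 35% in these data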;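 note: plate controls were DMSO wells with enzyme for no effect and no-enzyme buffer wells for full effect; values of inactives mirror those of a sister screen read the other way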
mIAP inh: mouse IAP inhibition. AID 2806. purified mouse IAP, CDP-Star luminescence, 30 min. inhibition, % at 10 µM. 0.2% of 330,000 active;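 active = inhibition of at least 40% at 10 µM in the primary screen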;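 note: plate controls were DMSO with enzyme for no effect and no enzyme wells for full effect; values of inactives mirror those of a sister screen read the other way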
MIN6 prolif: induces beta-cell replication in MIN6 cells | proliferation, % at 10 µM | 0.29% of 330,000 active | AID 2380 | MIN6 cells proliferation, ATPlite luminescence, 48 h; cells starved in 0.2% serum; 100% = growth in 10% serum;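 active = compounds whose signal lies at least 3.5 SD above the mean of all wells on their plate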;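 note: 0% = DMSO-treated cells in low-serum medium and 100% = 10% serum control; some compounds called inactive have numbers as strong as hits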
A3G deaminase: blocks human APOBEC3G single-stranded DNA deamination; Q9HC16; recombinant A3G, ssDNA deamination FAM/TAMRA fluorescence; inhibition, % at 20 µM; 0.28% of 330,000 active;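 active = inhibition of at least 40% at 20 µM, with no more than 30% in the related APOBEC3A deaminase screen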;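 note: plate controls were DMSO wells with A3G for no effect and wells lacking A3G enzyme for full effect; some compounds called inactive have numbers as strong as hits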
Target sequence (Q9HC16 whole entry, looked up): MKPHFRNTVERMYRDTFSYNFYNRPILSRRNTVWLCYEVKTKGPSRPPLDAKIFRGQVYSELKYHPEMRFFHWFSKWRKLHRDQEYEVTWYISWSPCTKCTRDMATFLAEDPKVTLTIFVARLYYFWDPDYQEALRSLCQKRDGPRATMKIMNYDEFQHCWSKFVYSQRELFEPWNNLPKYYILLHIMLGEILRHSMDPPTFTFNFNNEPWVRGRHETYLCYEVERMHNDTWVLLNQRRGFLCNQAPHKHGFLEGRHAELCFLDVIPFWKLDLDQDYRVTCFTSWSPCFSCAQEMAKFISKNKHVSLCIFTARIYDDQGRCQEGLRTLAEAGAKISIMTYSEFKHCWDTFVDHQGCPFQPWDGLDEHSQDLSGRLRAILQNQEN
A3A deaminase: inhibitors of human APOBEC3A DNA deaminase | recombinant A3A, FAM/TAMRA ssDNA deamination fluorescence | P31941 | inhibition, % at 20 µM | 0.41% of 330,000 active | AID 493011;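 active = at least 40% inhibition at 20 µM here, with at most 30% in a related deaminase screen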;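 note: plate controls were A3A with DMSO for no effect and wells lacking A3A enzyme for full effect; some results filed as inactive read as strong as hits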
Target sequence (P31941 whole entry, looked up): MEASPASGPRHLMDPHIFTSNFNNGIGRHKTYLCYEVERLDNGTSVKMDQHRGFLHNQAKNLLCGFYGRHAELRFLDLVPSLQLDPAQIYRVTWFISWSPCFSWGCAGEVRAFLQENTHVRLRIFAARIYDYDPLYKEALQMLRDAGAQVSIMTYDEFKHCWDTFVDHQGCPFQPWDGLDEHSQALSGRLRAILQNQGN
mIAP act: mouse IAP activation; muIAP, CDP-Star luminescence, 30 min; hits give high values; 1 = vehicle-only enzyme signal, 0 = enzyme-free wells; 0.24% of 330,000 active; activation factor at 10 µM;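 active = activation factor of at least 2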; note: the source names both 10 and 20 µM as test concentration; values of inactives mirror those of a sister screen read the other way
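Assay system: mouse IAP enzyme / Compound: DMSO-dissolved test compounds / Timing: 30 min, room temperature / Measured by: luminescence from enzymatic CDP-Star hydrolysis / Control set: DMSO-only wells, enzyme-free buffer wells as negative control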
NLRP3 yeast inh: NALP3 inhibition in yeast. Yeast reconstituted NLRP3/ASC/caspase-1, beta-gal luminescence, 24 h. inhibition, % at 10 µM. 0.39% of 330,000 active;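 active = inhibition of 50% or more; inactive = inhibition below 50%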;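 note: plate controls were induced DMSO wells for no effect and uninduced yeast grown without galactose for full effect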
Starred values were filed as active, the others as inactive; i = inactive. This is a subset; rates above refer to the full screens.

SMILES	hIAP act	SENP1 inh	hIAP inh	mIAP inh	MIN6 prolif	A3G deaminase	A3A deaminase	mIAP act	NLRP3 yeast inh
CCn1c2ccccc2c2cc(NC(=O)c3ccc(=O)oc3)ccc21	0.9	-33	10	8	0	-2	-2	0.92	16
O=C(NC(=S)Nc1ccc(S(=O)(=O)N2CCCC2)cc1)c1cccs1	0.85	-2	15	2	0	-9	-3	0.98	-10
Cc1ccc(NC(C)C(=O)N/N=C/c2c[nH]c3ccccc23)cc1 (stereo not given)	0.98	1	2	-10	-3	-5	1	1.1	21
O=C(Oc1ccc(-c2ccccc2)cc1)N1CCOCC1	0.83	2	17	-4	-2	-1	8	1	45
COc1ccc(N(CC(=O)NC2CCCCC2)C(=O)c2snc(C(N)=O)c2N)cc1	1.1	-3	-11	-6	-4	-4	0	1.1	28
COC(=O)C1=CN(c2cccc(Cl)c2)C=C(C(=O)OC)C1c1cccc(OC)c1	1.1	-8	-8	-3	-4	-4	0	1	18
CC(NC(=O)CNC(=S)N(Cc1ccccc1)Cc1cccnc1)c1ccccc1 (stereo not given)	1.2	0	-20	3	2	-7	-1	0.97	11
Cc1cc(C(F)F)n2ncc(C(=O)NCc3ccccc3C(F)(F)F)c2n1	1	-4	-3	10	-1	-3	-3	0.9	28
CCCOP(=O)(c1ccc(N(C)C)cc1)C(O)c1ccc(Br)cc1 (stereo not given)	1.1	1	-7	4	0	-1	-1	0.96	5
CCC(NC(=O)C1C2C=CC(C2)C1C(=O)O)c1ccc(C)cc1 (stereo not given)	0.84	2	16	-3	-3	25	-6	1	25

Full records, looked up by structure:
`O=C(Oc1ccc(-c2ccccc2)cc1)N1CCOCC1` is entered as hIAP act: 0.83; SENP1 inh: 2; hIAP inh: 17; mIAP inh: -4; MIN6 prolif: -2; A3G deaminase: -1; A3A deaminase: 8; mIAP act: 1; NLRP3 yeast inh: 45
`CCn1c2ccccc2c2cc(NC(=O)c3ccc(=O)oc3)ccc21` is entered as hIAP act: 0.9; SENP1 inh: -33; hIAP inh: 10; mIAP inh: 8; MIN6 prolif: 0; A3G deaminase: -2; A3A deaminase: -2; mIAP act: 0.92; NLRP3 yeast inh: 16

Carrying on:
SMILES	hIAP act	SENP1 inh	hIAP inh	mIAP inh	MIN6 prolif	A3G deaminase	A3A deaminase	mIAP act	NLRP3 yeast inh
CC1(C)OC(=O)C(=CNC(=O)c2c(F)cccc2F)C(=O)O1	0.96	4	4	0	-2	-2	0	1	20
CN(C1CC(C)(C)NC(C)(C)C1)S(=O)(=O)CC12CCC(CC1=O)C2(C)C (stereo not given)	0.99	2	1	0	-1	3	7	1	3
Cc1cccc(C2=NC(C(F)(F)F)(C(F)(F)F)c3c(n(-c4ccc(F)cc4)c(=O)[nH]c3=O)N2)c1	1.1	1	-7	1	-4	-7	-3	0.99	-8
COc1ccc(C(=O)NCC(C)(C)CNC(=O)c2ccc(OC)cc2)cc1	1.1	1	-6	-7	-2	-8	-4	1.1	7
COc1ccc(-c2nc(N)ncc2Oc2ccccc2Br)c(O)c1	0.99	1	1	-4	-3	-7	-5	1	3
Cc1ccc(Cl)cc1N1CCN(S(=O)(=O)c2ccc3c(c2)CC(=O)N3C)CC1	1.3	0	-27	0	-3	-6	-1	1	-3
COc1ccc(S(=O)(=O)Nc2c(C)n(C)n(-c3ccccc3)c2=O)c(Cl)c1Cl	1.2	1	-16	-11	-1	-6	-5	1.1	11
COc1cccc(N(C(=O)c2cnccn2)C(C(=O)NC2CCCCC2)c2ccc(Cl)cc2)c1 (stereo not given)	0.94	1	6	6	-1	-1	2	0.94	14
COc1cc(S(=O)(=O)Nc2ccc3c(c2)C(=O)N(C)C3=O)ccc1NC(C)=O	1.2	54*	-21	-3	-3	-1	-4	1	-15
COc1ccc(-n2cc(-c3ccc(OC(F)F)cc3)[n+]3c2CCCCC3)cc1	1	2	-2	-4	-6	-5	-1	1	11
COc1ccccc1NC(=S)N(CCc1ccc(OC)c(OC)c1)Cc1ccccn1	1.1	-1	-5	-3	2	-4	4	1	10
CCCCCN(C(=O)CCC(=O)OCC(=O)N1C(C)CCCC1C)c1c(N)n(CCCC)c(=O)[nH]c1=O (stereo not given)	1.3	3	-35	-1	-5	-4	-1	1	10
CC1(C)NC(=O)N(CC(=O)OCC(=O)Nc2cccc(F)c2)C1=O	0.98	3	2	3	2	0	5	0.97	-4
NC(=O)c1nsc(C(=O)N(c2ccccc2)C(C(=O)NC2CCCC2)c2cccs2)c1N (stereo not given)	1.1	-5	-12	-10	-2	-12	-5	1.1	12
Cc1cccc(C)c1NC(=S)N/N=C/c1ccccc1C(=O)O	1.1	3	-12	-5	1	-9	-8	1.1	-10
O=C(N/N=C/c1cccnc1)c1ccc(Cn2cc([N+](=O)[O-])cn2)o1	0.95	-2	4	-2	-2	-1	0	1	14
CC1CCCCC1NC(=O)Cc1ccc(S(=O)(=O)N2CCOCC2)s1 (stereo not given)	0.88	-8	12	-4	-1	-4	3	1	1
O=C(CSc1ccccn1)N1CCN(S(=O)(=O)c2ccc(Cl)cc2)CC1	1.1	-4	-8	-2	-2	-6	1	1	17
COc1ccc(C(=O)C[n+]2ccc3c(c2)nc(-c2ccccc2)n3C)cc1	0.95	-1	5	-5	0	-9	7	1.1	4
O=[N+]([O-])c1cccc(NC(=S)NCCc2ccccc2)c1	1.2	3	-15	18	-5	-8	-8	0.82	3
O=C1CCC/C=C/C[C@@H](CC(=O)N(CCO)Cc2ccccc2)C(=O)NC[C@H](c2ccccc2)O1	1.1	2	-9	-8	1	-3	5	1.1	20
O=C1C2Sc3[nH]c(=O)sc3C(c3ccccc3)C2C(=O)N1c1ccc(Cl)cc1 (stereo not given)	1.1	7	-8	11	-2	-6	-16	0.89	11
COc1ccccc1OCCNC(=O)C1CC(=O)N(c2ccccc2OC)C1 (stereo not given)	0.84	2	16	2	-4	0	0	0.98	24
CCCn1c(SCC(=O)Nc2ccc3c(c2)OCCO3)nnc1-c1ccco1	0.96	2	4	2	-1	0	3	0.98	-6
Cc1cccc(-n2c(=O)c3ccccc3n3c(=S)[nH]nc23)c1C	1	3	-4	4	0	37	-6	0.96	19
Cc1c(N)c(C(C)(C)C)cc(C(C)(C)C)c1[N+](=O)[O-]	0.96	2	4	12	-1	-2	-1	0.88	16
COc1ccc(C2(CNC(=O)c3cccs3)CCOCC2)cc1	1.1	-1	-7	-1	-3	-6	3	1	11
O=C(c1ccc2c(c1)OCO2)N1CCC2(CC1)Oc1ccc(F)cc1C(=O)C21CC(c2cccnc2)=NO1 (stereo not given)	0.88	5	12	8	-5	-2	0	0.92	-7
O=C(NCC1CCCO1)c1cccc(NC(=O)c2ccc(Br)cc2)c1 (stereo not given)	1.3	-3	-31	7	4	-9	0	0.93	7
COC(=O)CCC(=O)Nc1cccc(C(=O)Nc2cccc(Cl)c2)c1	1.6	0	-57	-8	0	-6	9	1.1	-2
NC(=O)C1(NC(=O)[C@@H]2CC3(CC(c4cccc(NC(=O)[C@@H]5CCC(=O)N5)c4)=NO3)CN2C(=O)Cc2ccc(Cl)cc2)CC1 (stereo not given in full)	1	4	0	-1	4	-2	2	1	13
C/[N+]([O-])=C/c1c(OCc2ccccc2)ccc2ccccc12	0.89	4	11	8	3	-8	-6	0.92	20
O=C(CN1CCN(c2ccccn2)CC1)NCc1cccs1	0.88	-10	12	2	-2	2	6	0.98	3
COc1ccccc1CCN1C(=S)NC(C)(C)CC1(C)O (stereo not given)	0.79	0	21	-2	-1	-1	-2	1	29
CC1(C)CC(=O)C2=C(C1)NC1=C(C(=O)c3ccccc31)C2c1ccc(O)cc1 (stereo not given)	1.3	6	-35	11	0	0	4	0.89	23
O=C1NC(C(=O)O)=CC(c2ccc([N+](=O)[O-])cc2)N1 (stereo not given)	1.2	3	-19	4	3	4	-3	0.96	-9
CCn1nc(C(=O)N2CCc3ccccc3C2)c2ccccc2c1=O	1	0	-2	-7	-2	2	4	1.1	7
Cc1ccccc1N(CC(=O)NC1CCCCC1)C(=O)c1csnn1	0.94	0	6	6	0	-3	-4	0.94	1
COc1cc(OC)c(C2Oc3nc(SC)nnc3-c3ccccc3N2C(C)=O)cc1OC (stereo not given)	1.2	1	-24	-6	-3	-11	-2	1.1	10
Cc1cc(Cl)ccc1OCC(=O)NNC(=O)c1cccnc1	1.7	1	-74	3	-1	-7	0	0.97	3
O=C(Nc1ccc(Cl)cc1)NC1CCCCC1Cc1ccco1 (stereo not given)	1.2	-3	-20	i	-4	-1	1	7.8*	18
CCC(C)(C)n1nnnc1CN1CCC(c2nc3ccc(C)cc3[nH]2)CC1	0.97	-2	3	-3	-3	-7	-2	1	13
COc1ccc(CN(C)C[C@H]2Oc3c(NC(=O)Nc4ccccc4)cccc3C(=O)N([C@H](C)CO)C[C@@H]2C)cc1	0.96	3	4	-11	-4	-8	-7	1.1	8
Cn1nc(C(=O)N2CCN(c3ccc(Cl)cc3)CC2)c2c1-c1ccccc1S(=O)(=O)C2	1	-1	-2	10	-2	2	3	0.9	-2
Cc1cccc(C(=O)NNC(=O)CN2C(=O)c3ccccc3C2=O)c1	1.2	3	-18	10	-1	-3	0	0.9	-11
CCOC(=O)c1c(C)n(CC(O)c2ccccc2)c2ccc(O)cc12 (stereo not given)	0.89	1	11	1	0	-8	-15	0.99	12
CCn1ncc(C2=NOC(C(=O)N3CCC(C(N)=O)CC3)C2)c1C (stereo not given)	0.91	1	9	2	0	-2	-2	0.98	14
CCOC(=O)Cc1cc(=O)[nH]c(Nc2nc3ccccc3o2)n1	1.9	1	-91	16	-1	-3	4	0.84	1
COC(=O)[C@@H](Cc1c[nH]c2ccccc12)NC(=O)CCC(=O)c1ccc(F)cc1	0.92	-7	8	6	0	-12	-6	0.94	19
Cc1ccc(C(=O)OCC(=O)Nc2ccc3c(c2)OCO3)o1	1	0	0	-8	0	-2	2	1.1	20

Next section:
SMILES	hIAP act	SENP1 inh	hIAP inh	mIAP inh	MIN6 prolif	A3G deaminase	A3A deaminase	mIAP act	NLRP3 yeast inh
O=C(NCCCNC(=O)c1cncc(O)c1)c1cncc(O)c1	0.95	1	5	4	0	0	1	0.96	3
CC(C)c1nc(SCC(=O)Nc2cccc(C(F)(F)F)c2)c2c(=O)n(C)c(=O)n(C)c2n1	1.3	1	-31	6	-5	-4	0	0.94	3
C/C(=N\NC(=O)CC#N)c1cc2ccccc2oc1=O	0.83	-9	17	-7	-4	-7	-5	1.1	-23
Cc1ccsc1C1CC(=O)Nc2ccccc2S1 (stereo not given)	1.1	0	-6	6	-2	0	5	0.94	9
O=C(C1CCC(CNS(=O)(=O)c2cccc3nsnc23)CC1)N1CC=C(c2ccccc2)CC1 (stereo not given)	0.92	4	8	12	-3	-4	1	0.88	27
OCCCN1c2ccccc2Nc2nnc(-c3ccccc3)cc21	2.5*	-1	-148	-150	-3	-7	3	2.5*	7
COc1ccc(OC)c(/C(C)=N/Nc2ccc(C(=O)O)cc2)c1	1	1	-2	-6	5	5	3	1.1	18
O=C(COc1cc(Cl)c(Cl)cc1Cl)Nc1ccncc1	0.93	3	7	-1	-5	1	3	1	20
CN(C)c1ccc(C(=O)OCC(=O)NCCNC(=O)COC(=O)c2ccc(N(C)C)cc2)cc1	1.2	-1	-16	7	5	-2	8	0.93	8
CSc1ncc(Cl)c(C(=O)Nc2ccccc2Cl)n1	0.94	0	6	3	2	-4	2	0.97	26
